CCT modulator: modulators of cytosolic chaperonin (CCT/TRiC) activity | activity change, % (no concentration beside the values), hits read low | 0.3% of 360,000 active | purified chaperonin ATPase assay, HTRF ADP detection, 30 min; in the data active = activity change below about -30%; note: % is set by controls: 0 for no effect and ±100 for the full control effect
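TRiC (40 or 20 nM final, by batch activity) in 30 mM Tris pH 7.4, 100 mM KCl, 5 mM MgCl2, 1 mM DTT was treated with compound at 76 uM single dose, then 10 uM ATP, 30 min at 37 °C. ADP was read by HTRF Transcreener.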
HepG2 viability: kills HepG2 cells in TGF-b inhibitor counter-screen | 0.76% of 410,000 active | HepG2 CAGA-GFP viability, ATP luminescence, 18 h | Potency, µM (highest dose often 46.1 µM), for the others: at the highest dose activity change, negative = cytotoxicity, hits mostly cytotoxic | AID 588856; note: potency is the fitted concentration of half-maximal effect; some results filed as inactive show a strong effect at the top dose
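HepG2 CAGA-GFP cells (1000/well, DMEM with 1% FBS) received compound, then TGF-beta at 500 pg/mL final, and were incubated 18 hours at 37 degrees C. Viability was read by CellTiter-Glo luminescence. Media-only wells were set as complete cell-killing and DMSO as no toxicity.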
Mm-Cpn inhibitor: M. maripaludis TRiC chaperonin inhibition | purified Mm-Cpn ATPase, ADP Transcreener TR-FRET | Potency, µM (top dose mostly 76.9 µM), for inactives: at the top dose activity, negative = inhibition, most hits filed as inhibitors | 0.031% of 330,000 active; note: potency is the fitted concentration of half-maximal effect; % is set by controls: 0 for no effect and ±100 for the full control effect; nearly all actives have a fitted effect of over 80% in size
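Purified archaeal Mm-CPN (25nM final) preincubated 10 min at 37degC with compound, then 10uM ATP for 30 min at 37degC; ADP measured by HTRF Transcreener TR-FRET; buffer 30 mM TRIS pH 7.4, 100mM KCl, 5mM MgCl2, 1mM DTT.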
A549 tox: counter-screen for Nrf2 inhibitors: cytotoxicity in A549 cells; 0.16% of 390,000 active; A549 ARE-Fluc cells, CellTiter-Fluor viability, 18-24 h; Potency, µM (doses to about 46 µM), inactives show top-dose activity change, negative = cytotoxicity, usual class: inhibitors; note: potency is the fitted concentration of half-maximal effect; % is set by controls: 0 for no effect and ±100 for the full control effect
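Cytotoxicity counterscreen: CellTiter-Fluor fluorescence was measured in A549 ARE_Fluc cells after 18-24 h of compound exposure in a concentration series. The subsequent BugLite luminescent read reports ARE-luciferase activity.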
TGFb SMAD3 inh: inhibitors of TGF-b signaling. 1.2% of 410,000 active. HepG2 CAGA-GFP TGF-b/SMAD3 reporter, GFP fluorescence, 18 h; TGF-beta stimulated, 500 pg/mL final. AID 588855. Potency, µM (titrated, usually from 46.1 µM), without a hit: at the highest dose activity, negative = inhibition, hits mostly inhibitors; note: potency is the fitted concentration of half-maximal effect; % is set by controls: 0 for no effect and ±100 for the full control effect; nearly all actives have a fitted effect of over 65% in size
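TGF-beta reporter screen: HEPG2 CAGA-GFP, 1% FBS, 500 pg/mL TGF-beta final, 18 h; per-cell GFP summed per well; curves fitted and categorized by class.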
pAkt inh: inhibitors of Akt phosphorylation | Neuro2A IGF-stimulated pAkt S473 HTRF, 20 min; stronger effect = lower value | activity change, % for hits at 50 µM | 0.32% of 360,000 active; in the data active = activity change below about -80%; inconclusive = mostly about -51% to -80%; note: % is set by controls: 0 for no effect and ±100 for the full control effect
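Neuro2A cells in DMEM with 0.5% FBS, overnight at 37 deg C, given compound at single 50 µM final, then IGF (6 nM final) for 20 min at 37 deg C. Lysed; phospho-Akt Ser473 by HTRF after 24 h, 665/615 ratio.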
Nrf2 ARE act: activates Nrf2 signaling. AREc32 ARE-luciferase reporter (MCF7-derived line), luminescence, 24 h. 0.31% of 410,000 active. Potency, µM (series often up to 46.1 µM), for inactives: at the top dose activation, hits mostly activators; note: potency is the fitted concentration of half-maximal effect; % of control where 0% means no effect; nearly all actives have a fitted effect of over 65% in size
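Reporter line AREc32 (ARE-Fluc), seeded overnight in OPTI-MEM with 5% FBS; compound pin-transferred, 24 hr at 37 deg C, 5% CO2; luminescent read-out.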
S2 tox: cell viability loss in ATXN counter-screen | 0.49% of 400,000 active | S2 cells (HEK-293 line with an ATXN2-luciferase reporter) viability, CellTiter-Fluor protease fluorescence, 24 h | Potency, µM (highest dose often 56.7 µM), actives largely listed as cytotoxic; note: potency is the fitted concentration of half-maximal effect; nearly all actives have a fitted effect of over 40% in size
Nrf2 inh: blocks Nrf2 signaling. A549 ARE-Fluc reporter, luciferase luminescence, 18-24 h. Potency, µM (doses to about 46 µM), without a hit: at the top dose activity change, negative = inhibition, most hits filed as inhibitors. 2.1% of 360,000 active; note: potency is the fitted concentration of half-maximal effect; % is set by controls: 0 for no effect and ±100 for the full control effect; nearly all actives have a fitted effect of over 60% in size
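Nrf2 function is reported as luminescence of an ARE-controlled luciferase in A549 cells. Compounds were tested at several concentrations, and a CellTiter-Fluor read on the same wells flagged cytotoxicity.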
* hit, by the source's call; i = inactive; ? = inconclusive; . = no result given; & = joins results of further samples; [ ] = dose if it differs, or a comment. Unless noted, calls come from the whole dose curve; as a rule, active = well fitted curve in the direction sought with a large enough effect; inconclusive = small, poorly fitted or top-dose-only effect, or another doubt; inactive = no such curve, though single readings can be large; an effect the other way counts as inactive or inconclusive.

nr	Compound	CCT modulator	HepG2 viability	Mm-Cpn inhibitor	A549 tox	TGFb SMAD3 inh	pAkt inh	Nrf2 ARE act	S2 tox	Nrf2 inh
1	CCOC(=O)C1CCCN(C(=O)C2CCN(S(=O)(=O)c3cnc[nH]3)CC2)C1 (stereo unspecified)	0.4	-7.6%	-0.6%	4.1%	0.1%	i	-0.3%	i	3.3%
2	CCCCC(=O)NC(=S)Nc1cccc(C(=O)O)c1	-1.2	-7.8%	-1.0%	1.3%	12.1%	i	2.7%	i	?
3	CC(=O)N1c2ccc(S(=O)(=O)N(C)CC(=O)NC(C)c3ccccc3)cc2CC1C (stereo unspecified)	-3.0	0.3%	-1.0%	3.7%	2.3%	i	0.3%	i	-18.0%
4	CCOC(=O)c1c(CSC(=N)N)n(C)c2cc(Br)c(OC(C)=O)cc12	-3.1	35.3%	1.7%	-8.2%	-25.0%	i	?	.	-11.4%
5	O=C(O)CSc1nnc(-c2ccncc2)n1C1CCCCC1	-0.1	-2.1%	?	5.4%	20.6%	i	-0.6%	i	1.5%
6	CCOC(=O)C1=C(C)C(c2ccc(OC)cc2)NC(=O)N1 (stereo unspecified)	-1.0	-3.2%	2.2%	-0.4%	0.0%	i	-1.0%	i	-3.2%
7	C=CCn1cnc2c(nnn2-c2ccc(OC)c(OC)c2)c1=O	-1.2	4.8%	-2.7%	-2.4%	-16.1%	i	0.0%	?	5.9%
8	COC[C@@H]1CCCN1c1ccc2c(c1)O[C@@H](COCc1ccccc1)CN([C@H](C)c1ccccc1)S2(=O)=O	-2.1	.	.	.	.	i	-0.4%	i	.

Reformatted with values under each structure: entries from further up
Results follow in this order: CCT modulator | HepG2 viability | Mm-Cpn inhibitor | A549 tox | TGFb SMAD3 inh | pAkt inh | Nrf2 ARE act | S2 tox | Nrf2 inh
3. CC(=O)N1c2ccc(S(=O)(=O)N(C)CC(=O)NC(C)c3ccccc3)cc2CC1C (stereo unspecified)
→ -3.0 | 0.3% | -1.0% | 3.7% | 2.3% | i | 0.3% | i | -18.0%
4. CCOC(=O)c1c(CSC(=N)N)n(C)c2cc(Br)c(OC(C)=O)cc12
→ -3.1 | 35.3% | 1.7% | -8.2% | -25.0% | i | ? | . | -11.4%
5. O=C(O)CSc1nnc(-c2ccncc2)n1C1CCCCC1
→ -0.1 | -2.1% | ? | 5.4% | 20.6% | i | -0.6% | i | 1.5%

Next records follow.
nr	Compound	CCT modulator	HepG2 viability	Mm-Cpn inhibitor	A549 tox	TGFb SMAD3 inh	pAkt inh	Nrf2 ARE act	S2 tox	Nrf2 inh
9	CCOC(=O)C1CCN(Cc2cn[nH]c2-c2ccccc2)CC1	-2.7	-24.2%	-0.6%	.	0.9%	i	0.0%	i	0.3%
10	Cc1ccc(OCC(=O)OCc2nc3scc(-c4ccccc4)c3c(=O)[nH]2)cc1C	-0.3	-16.4%	-1.7%	0.7%	-23.2%	i	-0.5%	i	-6.2%
11	Cc1ccc(C(=O)Nc2ccccc2-c2ccccc2)cc1S(=O)(=O)Nc1ccccc1	0.8	-21.4%	-7.3%	-3.7%	?	i	0.3%	?	?
12	COC(=O)c1ccc(CNC(=O)c2cc3ccccc3oc2=O)cc1	0.4	-0.9%	1.0%	1.6%	0.6%	i	-0.1%	i	?
13	CC(C)C(=O)N1CCC2(CC1)Oc1ccc(Cl)cc1C(=O)C21CC(c2cccnc2)=NO1 (stereo unspecified)	0.0	-1.6%	0.7%	2.9%	-3.3%	i	0.3%	i	7.1%
14	CCOCCCN1CC(C(=O)NCCc2ccccc2)CC1=O (stereo unspecified)	-1.5	0.8%	2.2%	2.2%	-17.1%	i	0.4%	i	3.1%
15	CNC(=O)CSc1nc2nc(C)cc(C)n2n1	-1.7	-2.1%	-29.6%	4.9%	6.0%	i	0.7%	i	-11.8%
16	O=C1NN(c2ccccc2)C(=O)C2C1C1C=CC2C12CC2 (stereo unspecified)	0.8	-44.1%	0.4%	8.1%	-4.6%	i	-0.4%	i	9.7%
17	COc1ccc(NC(=O)CC(C)(C)C)c([N+](=O)[O-])c1	-6.4	-5.0%	-5.9%	0.5%	?	i	-0.5%	i	10.1%
18	CCC(C)NC(=O)Nc1ccc(C)cc1C (stereo unspecified)	-3.1	-17.7%	0.0%	-7.4%	-3.1%	i	0.4%	i	-10.0%
19	CC(OC(=O)/C=C/c1cccs1)C(=O)Nc1ccc(S(N)(=O)=O)cc1 (stereo unspecified)	0.5	-11.2%	-13.3%	0.0%	-14.2%	i	16.5%	i	-1.8%
20	COc1ccc(Cc2nc3ccc(C(=O)NC(C)c4cnn(C)c4)cc3o2)cc1 (stereo unspecified)	-1.4	-20.6%	-0.5%	-0.4%	4.4%	i	0.1%	i	?
21	Cc1cccc(-n2ncc3c(NCc4cccnc4)ncnc32)c1	-0.5	-4.4%	0.8%	-9.2%	0.9%	i	4.3%	i	?
22	CCc1nnc(NC(=O)CN2C(=O)c3ccccc3S2(=O)=O)s1	0.9	-9.6%	2.2%	8.5%	-8.1%	i	-0.7%	i	4.0%
23	O=C1CC(Sc2nnc(-c3ccccc3)o2)C(=O)N1c1ccccc1 (stereo unspecified)	0.7	-1.2%	?	-10.7%	10.7%	i	?	i	0.9%
24	CC1CCCN(CC(=O)Nc2cccc([N+](=O)[O-])c2)C1 (stereo unspecified)	-3.0	-21.2%	3.2%	0.7%	4.5%	i	13.9%	i	0.2%
25	COc1cc(Cl)ccc1OC1(C)CCN(Cc2ccc(-c3ccccn3)cc2)C1 (stereo unspecified)	-2.2	-38.1%	.	.	-5.9%	i	1.4%	?	.
26	O=C(CSc1ccc2c(c1)OCCO2)Nc1cccnc1	-1.8	-14.2%	1.2%	7.4%	-5.4%	i	-0.4%	i	3.7%
27	Cc1nn(C)c(C(=O)N/N=C/c2cccc3ccccc23)c1Cl	-6.4	-5.8%	1.5%	-9.3%	8.9%	i	4.4%	i	7.3%
28	C(=C\c1ccccc1)/CSc1nnc(-c2cccnc2)o1	0.4	-0.1%	-6.0%	23.2%	-10.2%	i	2.5%	i	-17.1%
29	COc1ccccc1C(=O)NC(=O)COC(=O)C1CCC1	-2.5	7.0%	1.0%	-3.2%	-2.1%	i	0.0%	?	3.4%
30	Cc1c(C(=O)N2CCCC(C)C2)sc2ncnc(N3CCCCC3C)c12 (stereo unspecified)	-17.2	-19.5%	-1.1%	-5.0%	-26.3%	i	0.0%	i	-25.5%
31	O=C(c1ccc(S(=O)(=O)Nc2ccccc2F)cc1)N1CCN(c2ccccn2)CC1	-6.3	-31.2%	1.3%	-2.6%	-16.6%	i	-0.6%	i	?
32	CCc1ccc(N2CCN(CCNC(=O)Nc3ccc(OC)cc3)CC2)cc1	-0.9	-3.4%	-1.8%	-7.8%	-5.4%	i	-0.2%	i	8.3%
33	CCCCOc1ccc(C(=O)Nc2nnc3n2CCS3)cc1	.	-37.6%	.	-13.7%	-16.6%	.	7.0%	i	.
34	O=C(COc1ccccc1[N+](=O)[O-])Nc1cccc(S(=O)(=O)N2CCCC2)c1	-2.3	-6.6%	-0.9%	-6.7%	?	i	2.1%	?	?
35	Cc1cccc(-c2noc(CN(C)C(=O)c3ccco3)n2)c1	0.4	7.1%	0.4%	-6.4%	-17.2%	i	0.6%	i	?
36	Cn1nccc1C(=O)c1ccc(Cl)cc1	-1.3	-2.1%	0.1%	-2.6%	-0.1%	i	0.3%	i	-5.8%
37	COCCCNC(=O)CN1C(=O)c2cccc3cccc1c23	-1.0	-18.3%	-2.2%	12.9%	9.8%	i	-0.7%	.	-9.1%
38	COc1cc(SC)ccc1C(=O)Nc1ccc2c(c1)CCC2	0.6	-8.3%	0.7%	0.8%	8.0%	i	8.4%	i	266.3%
39	O=C(Cc1ccccc1)NN1C(=O)C2C3C=CC(C3)[C@@H]2C1=O (stereo partly specified)	-0.1	-26.2%	0.1%	-0.8%	?	i	-0.6%	i	-3.6%
40	COc1ccc(-c2cc(C)no2)cc1S(=O)(=O)N1CCN(c2ccccc2F)CC1	0.0	-34.7%&-20.3%	-1.3%	-4.3%&4.4%	-28.2%&-17.5%	i	-0.3%&-1.0%	i	?
41	CCOc1ccc(NC(=O)CN2CCN(CC(=O)Nc3cccc(F)c3)CC2)cc1	-4.2	8.5%	-0.4%	-0.2%	-19.1%	i	1.9%	i	11.9%
42	CCOc1ccccc1NC(=O)CCNC(=O)C1CCN(S(=O)(=O)c2ccccc2)CC1	1.6	3.6%	.	.	8.9%	i	-0.6%	i	.
43	NC(=O)c1cc2n(n1)C(C(F)(F)F)CC(c1ccco1)N2 (stereo unspecified)	1.3	-11.7%	-2.5%	-6.3%	-16.1%	i	0.4%	i	-1.5%
44	Cc1cccc(S(=O)(=O)N2CCC(CO)(Cc3ccccc3)CC2)c1	-1.4	-9.1%	0.0%	4.5%	-8.5%	i	3.0%	i	-29.7%
45	Cn1c(=O)n(CCc2ccccc2)c(=O)c2c1ncn2Cc1ccccc1	-2.6	-21.0%	-2.6%	11.3%[1.84 µM]	-27.4%	i	-0.5%	?	?
46	CCCOc1ccc(-c2nc(N3CCCCC3)c3ccccc3n2)cc1	.	1.4%	.	10.5%	31.0%	.	0.4%	i	3.7%
47	Cc1cccc(CNC(=O)CCCn2c(=O)c3cccn3c3ccc(F)cc32)c1	.	4.3%	.	8.4%	-17.8%	.	-0.8%	.	?
48	Cc1cc(C)n(-c2nnc(C)n2N)n1	-0.5	5.1%	-1.4%	0.2%	23.3%	i	-0.9%	i	.
